K1F lysis inhibition – protection from phage-mediated lysis, alamar blue read-out – E. coli UTI89, K1F phage, bacterial capsule biogenesis inhibitors (AID 488966); E. coli UTI89 K1F phage lysis, alamar blue, 2 h; higher % means a stronger effect; inhibition, % at 100 µM; hits with a dose series show IC50 in µM; 340,000 compounds, 0.02% hits;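 active = phage lysis inhibition, versus mean bacterial control, above a set limit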;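 also: capsule biogenesis inhibitors block K1F phage lysis so surviving cells raise fluorescence; higher fluorescence means more inhibition of phage lysis; actives were called in the ten point dose series up to 300 µM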
T cell HTS – T cell immune modulation candidate | 330,000 compounds, 0.068% hits | 2C CD8+ T cell-vesicle binding, flow cytometry; active compounds read low | calls only at 7 µM | AID 2052;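 active = response, share of CD8 T cells binding vesicles, and their 90th percentile fluorescence all below set limits, cut at about 80% in these data, passing the limit was not always enough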
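Test system: purified 2C TCR transgenic mouse naive CD8+ T cells. Probe or stimulus: QL9-peptide-loaded Drosophila micro-vesicles bearing Ld, ICAM-1 and B7-1. Incubation: binding step 1.5 h, 37 °C, antibody labelling 20 min, ice. Measured by: flow cytometry of vesicle-bound cells.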
T cell HTS vesicle-bound % – further read-out of T cell HTS, marked with its call; double positive events, %; measured here: CD8+ vesicle-bound cell fraction;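 binding gate set so that unloaded-vesicle control wells show 10% double positive cells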
Active calls of the source: *; [ ] = another dose, or the depositor's remark. This is a subset; rates above refer to the full screens.

Results for Cc1ccccc1-c1cc(C(=O)NCc2cccc(Br)c2)nn1CC1CC(c2cccc([N+](=O)[O-])c2)=NO1 (stereo not given) ?
K1F lysis inhibition: -0.4%; T cell HTS: inactive; T cell HTS vesicle-bound %: 7.5

Results for CC(NC(=O)COC(=O)c1ccc[nH]c1=O)c1ccccc1 (stereo not given) ?
K1F lysis inhibition: -1.0%; T cell HTS: inactive; T cell HTS vesicle-bound %: 27.4

Results for O=C(Nc1cccc(S(=O)(=O)N2CCOCC2)c1)C1CC1 ?
K1F lysis inhibition: -0.2%[50 µM]; T cell HTS: inactive; T cell HTS vesicle-bound %: 35.2

How did C[C@H](NC(=O)c1nc[nH]c1C(=O)NCc1ccc(CNC(=O)OC(C)(C)C)cc1)C(=O)OCc1ccccc1 do in these assays?
K1F lysis inhibition: 3.0%; T cell HTS: inactive; T cell HTS vesicle-bound %: 42.7

Results for CN(C)c1ccc(C(=O)N2CCN(C(=O)C3CCCO3)CC2)cc1 (stereo not given) ?
K1F lysis inhibition: 0.2%[50 µM]; T cell HTS: inactive; T cell HTS vesicle-bound %: 44.5

Results for C=CCN(c1ccccc1OC)S(=O)(=O)c1cccc(C(=O)OCC(=O)N2CC(C)OC(C)C2)c1 (stereo not given) ?
K1F lysis inhibition: 0.2%[50 µM]; T cell HTS: inactive; T cell HTS vesicle-bound %: 33.5

How did CC(=O)Nc1ccc(C(=O)OCC(=O)N2CC3(C)CC2CC(C)(C)C3)cc1 (stereo not given) do in these assays?
K1F lysis inhibition: 2.9%; T cell HTS: inactive; T cell HTS vesicle-bound %: 8.6

How did CS(=O)(=O)c1ccc(Cl)c(NC(=O)COC(=O)c2ccc(S(=O)(=O)N3CCCC3)cc2)c1 do in these assays?
K1F lysis inhibition: -1.2%; T cell HTS: inactive; T cell HTS vesicle-bound %: 42.1

Results for CCN(CC(=O)Nc1ccc2c(c1)OCCO2)CC(=O)Nc1ccc(C)c([N+](=O)[O-])c1 ?
K1F lysis inhibition: -4.0%; T cell HTS: inactive; T cell HTS vesicle-bound %: 45.2

How did Cc1nc2ccc(NC(=O)CSc3ccccc3)cc2s1 do in these assays?
K1F lysis inhibition: 1.2%[50 µM]; T cell HTS: inactive; T cell HTS vesicle-bound %: 43.4

What do the screens show for `COc1cc(OC)cc(-c2c(-c3ccc(F)cc3)c3cc(-c4ccc5c(c4)OCCO5)ccc3n2C)c1`?
K1F lysis inhibition: 0.6%; T cell HTS: inactive; T cell HTS vesicle-bound %: 13.1

How did CC1CN(C(=O)COC(=O)c2cccc(S(=O)(=O)N3CCc4ccccc43)c2)CC(C)O1 (stereo not given) do in these assays?
K1F lysis inhibition: 0.3%; T cell HTS: inactive; T cell HTS vesicle-bound %: 47.3

What do the screens show for `O=C(COc1ccc(-c2nnco2)cc1)Nc1cc([N+](=O)[O-])ccc1F`?
K1F lysis inhibition: -0.1%; T cell HTS: inactive; T cell HTS vesicle-bound %: 43.2

What do the screens show for `CC(C)CN(C(=O)CSc1ncnc2ccccc12)C1CCS(=O)(=O)C1` (stereo not given)?
K1F lysis inhibition: 0.1%[50 µM]; T cell HTS: inactive; T cell HTS vesicle-bound %: 42.6

How did O=C(NCc1cc(C(F)(F)F)ccc1Cl)c1cccc2c1C(=O)c1ccc(N3CCCCC3)cc1S2(=O)=O do in these assays?
K1F lysis inhibition: 1.6%; T cell HTS: inactive; T cell HTS vesicle-bound %: 22.2

How did COc1cc(C(=O)NC(=S)N2CCN(C)CC2)cc(OC)c1OC do in these assays?
K1F lysis inhibition: -0.9%; T cell HTS: inactive; T cell HTS vesicle-bound %: 47.6

How did Cc1noc(C)c1NC(=O)Nc1cccc2c1O[C@H](CN(C)C(=O)Nc1ccccc1)[C@@H](C)CN([C@H](C)CO)C2=O do in these assays?
K1F lysis inhibition: 1.0%; T cell HTS: inactive; T cell HTS vesicle-bound %: 13.9

Results for O=C(COC(=O)/C=C/c1ccccc1[N+](=O)[O-])Nc1ccc2[nH]c(=O)[nH]c2c1 ?
K1F lysis inhibition: 0.5%; T cell HTS: inactive; T cell HTS vesicle-bound %: 47.6

Results for CN1CCN(S(=O)(=O)c2cccc(C(=O)N3CCN(c4ccccc4)CC3)c2)CC1 ?
K1F lysis inhibition: 2.2%[50 µM]; T cell HTS: inactive; T cell HTS vesicle-bound %: 43.4

How did CC(C)(Oc1ccc(F)cc1)C(=O)OCC(=O)c1ccc(S(C)(=O)=O)cc1 do in these assays?
K1F lysis inhibition: 1.0%[50 µM]; T cell HTS: inactive; T cell HTS vesicle-bound %: 37.9

Results for COC(=O)[C@]1(CC(C)C)N[C@H](c2ccc(-c3ccccc3)cc2)[C@@H]2C(=O)N(C)C(=O)[C@@H]21 ?
K1F lysis inhibition: 0.4%; T cell HTS: inactive; T cell HTS vesicle-bound %: 14.8

Results for Cn1c(=O)c2c(ncn2CC(=O)OCC(=O)Nc2cc(Cl)ccc2C#N)n(C)c1=O ?
K1F lysis inhibition: -4.2%; T cell HTS: inactive; T cell HTS vesicle-bound %: 31.5

Results for CC1CCCC(NC(=O)COC(=O)c2n[nH]c3ccccc23)C1C (stereo not given) ?
K1F lysis inhibition: 0.4%[50 µM]; T cell HTS: inactive; T cell HTS vesicle-bound %: 37.2

How did CC(C)(C)OC(=O)C[C@@H]1C/C=C\C[C@H](CC(=O)N(CCO)Cc2ccccc2)C(=O)NCCOC1=O do in these assays?
K1F lysis inhibition: 0.2%; T cell HTS: inactive; T cell HTS vesicle-bound %: 17.6

Overlap with the part before: 6 compounds, followed by the next part.
Results for CN1CCN(S(=O)(=O)c2cccc(C(=O)N3CCN(c4ccccc4)CC3)c2)CC1 ?
K1F lysis inhibition: 2.2%[50 µM]; T cell HTS: inactive; T cell HTS vesicle-bound %: 43.4

How did CC(C)(Oc1ccc(F)cc1)C(=O)OCC(=O)c1ccc(S(C)(=O)=O)cc1 do in these assays?
K1F lysis inhibition: 1.0%[50 µM]; T cell HTS: inactive; T cell HTS vesicle-bound %: 37.9

Results for COC(=O)[C@]1(CC(C)C)N[C@H](c2ccc(-c3ccccc3)cc2)[C@@H]2C(=O)N(C)C(=O)[C@@H]21 ?
K1F lysis inhibition: 0.4%; T cell HTS: inactive; T cell HTS vesicle-bound %: 14.8

Results for Cn1c(=O)c2c(ncn2CC(=O)OCC(=O)Nc2cc(Cl)ccc2C#N)n(C)c1=O ?
K1F lysis inhibition: -4.2%; T cell HTS: inactive; T cell HTS vesicle-bound %: 31.5

Results for CC1CCCC(NC(=O)COC(=O)c2n[nH]c3ccccc23)C1C (stereo not given) ?
K1F lysis inhibition: 0.4%[50 µM]; T cell HTS: inactive; T cell HTS vesicle-bound %: 37.2

How did CC(C)(C)OC(=O)C[C@@H]1C/C=C\C[C@H](CC(=O)N(CCO)Cc2ccccc2)C(=O)NCCOC1=O do in these assays?
K1F lysis inhibition: 0.2%; T cell HTS: inactive; T cell HTS vesicle-bound %: 17.6

Results for O=C(COC(=O)c1ccccc1OCc1ccccc1Cl)NCC1CCCO1 (stereo not given) ?
K1F lysis inhibition: 0.9%[50 µM]; T cell HTS: inactive; T cell HTS vesicle-bound %: 21.6

What do the screens show for `OCc1nc2ccccc2n1CCCCOc1ccccc1`?
K1F lysis inhibition: -0.7%; T cell HTS: inactive; T cell HTS vesicle-bound %: 36.2

Results for C[C@@H]1CN([C@H](C)CO)C(=O)Cc2cc(NS(=O)(=O)c3cn(C)cn3)ccc2O[C@H]1CN(C)S(=O)(=O)c1ccc(Cl)cc1 ?
K1F lysis inhibition: -0.2%; T cell HTS: inactive; T cell HTS vesicle-bound %: 53.8

How did CC(C)COc1ccc(C(=O)OCC(=O)NCc2cccs2)cc1 do in these assays?
K1F lysis inhibition: 0.2%; T cell HTS: inactive; T cell HTS vesicle-bound %: 30.0

What do the screens show for `COc1ccc(CCNC(=O)COC(=O)c2cc(Cl)nc(Cl)c2)cc1`?
K1F lysis inhibition: 0.5%[50 µM]; T cell HTS: inactive; T cell HTS vesicle-bound %: 46.7

What do the screens show for `CCC1(c2ccc(F)cc2)NC(=O)N(CC(=O)N2CCN(C(=O)c3ccco3)CC2)C1=O` (stereo not given)?
K1F lysis inhibition: 0.3%; T cell HTS: inactive; T cell HTS vesicle-bound %: 55.7

Results for CC1CCN(C(=O)c2[nH]cnc2C(=O)Nc2ccccc2)CC1 ?
K1F lysis inhibition: 0.8%; T cell HTS: inactive; T cell HTS vesicle-bound %: 10.8

Results for CC(C)[C@H](NC(=O)c1ccccc1F)C(=O)OCC(=O)Nc1sccc1C(N)=O ?
K1F lysis inhibition: 1.4%[50 µM]; T cell HTS: inactive; T cell HTS vesicle-bound %: 51.9

What do the screens show for `CCSc1nc2cc(S(=O)(=O)N3CCOCC3)ccc2o1`?
K1F lysis inhibition: 0.4%[50 µM]; T cell HTS: inactive; T cell HTS vesicle-bound %: 54.8

Results for COc1ccc(OC)c(CC(=O)Nc2cc(S(=O)(=O)N3CCCCC3)ccc2C)c1 ?
K1F lysis inhibition: 0.1%[50 µM]; T cell HTS: inactive; T cell HTS vesicle-bound %: 49.9

What do the screens show for `NS(=O)(=O)c1ccc(CCNC(=O)CN2C(=O)NC(c3ccccc3)(c3ccccc3)C2=O)cc1`?
K1F lysis inhibition: -0.3%; T cell HTS: inactive; T cell HTS vesicle-bound %: 17.4

Results for O=C(NN1CCOCC1)c1c(-c2ccccc2)sc2ccccc12 ?
K1F lysis inhibition: 1.2%; T cell HTS: inactive; T cell HTS vesicle-bound %: 29.2

Results for COc1cc2c(-c3ccc4c(c3)OCO4)c(-c3ccsc3)oc(=O)c2cc1OC ?
K1F lysis inhibition: 2.3%; T cell HTS: inactive; T cell HTS vesicle-bound %: 47.1

How did O=C(CN1C(=O)NC2(CCCCCC2)C1=O)NCc1ccccc1Cl do in these assays?
K1F lysis inhibition: 0.1%[50 µM]; T cell HTS: inactive; T cell HTS vesicle-bound %: 53.3

Results for CN(Cc1ccccc1)C(=O)c1cccc(NC(=O)Cc2ccc([N+](=O)[O-])cc2)c1 ?
K1F lysis inhibition: 3.6%; T cell HTS: inactive; T cell HTS vesicle-bound %: 48.1

Results for Cc1ccc(-c2nnc(SCC(=O)NC3CCCC3)n2N)cc1 ?
K1F lysis inhibition: 1.6%; T cell HTS: inactive; T cell HTS vesicle-bound %: 43.3

What do the screens show for `Cc1noc(C)c1NC(=O)N(C)C[C@H]1Oc2ccc(NC(=O)C3CCCCC3)cc2C(=O)N([C@H](C)CO)C[C@@H]1C`?
K1F lysis inhibition: 0.4%; T cell HTS: inactive; T cell HTS vesicle-bound %: 13.3

How did Cc1csc(CNc2ncnc3ccc(-c4ccccc4Cl)cc23)c1 do in these assays?
K1F lysis inhibition: 0.6%; T cell HTS: inactive; T cell HTS vesicle-bound %: 5.1

Results for COc1ccccc1NS(=O)(=O)c1ccc(C(=O)NCc2ccc(S(N)(=O)=O)cc2)cc1 ?
K1F lysis inhibition: -0.7%; T cell HTS: inactive; T cell HTS vesicle-bound %: 5.5

Results for CC1CCCC(C)N1C(=O)COC(=O)c1ccc([N+](=O)[O-])o1 (stereo not given) ?
K1F lysis inhibition: -5.0%; T cell HTS: inactive; T cell HTS vesicle-bound %: 24.5

How did CCCCn1c(N)c(N(CC)C(=O)c2c(C)noc2C)c(=O)[nH]c1=O do in these assays?
K1F lysis inhibition: -0.2%; T cell HTS: inactive; T cell HTS vesicle-bound %: 8.8

What do the screens show for `C=CC[C@@H](CC(=O)NCCO)C(=O)N[C@@H](C)COC(=O)[C@@H](CC=C)Cc1ccc(F)cc1`?
K1F lysis inhibition: 1.6%; T cell HTS: inactive; T cell HTS vesicle-bound %: 10.2

What do the screens show for `O=C(COC(=O)Cc1c(F)cccc1Cl)Nc1ccc2[nH]c(=O)[nH]c2c1`?
K1F lysis inhibition: 0.2%; T cell HTS: inactive; T cell HTS vesicle-bound %: 54.9

Results for CC(C)NC(=O)N(C)C[C@H]1Oc2ccc(NS(=O)(=O)c3cn(C)cn3)cc2C(=O)N([C@H](C)CO)C[C@@H]1C ?
K1F lysis inhibition: 2.6%; T cell HTS: inactive; T cell HTS vesicle-bound %: 43.2

Results for CCOC(=O)c1ccc(S(=O)(=O)NNC(=O)Cc2csc(C)n2)cc1 ?
K1F lysis inhibition: 0.8%[50 µM]; T cell HTS: inactive; T cell HTS vesicle-bound %: 40.4

How did Cc1ccc2c(c1)C(=O)C(=O)N2Cc1ccc(C(F)(F)F)cc1 do in these assays?
K1F lysis inhibition: -0.2%; T cell HTS: inactive; T cell HTS vesicle-bound %: 51.5

How did Cc1ccc(S(=O)(=O)N2[C@@H](c3ccc(F)cc3)C(C(=O)O)=C[C@H]2CC2CCCC2)cc1 do in these assays?
K1F lysis inhibition: -0.1%; T cell HTS: inactive; T cell HTS vesicle-bound %: 6.3

How did CN1CCN(C(=O)CNC(=O)C23CC4CC(CC(C4)C2)C3)CC1 do in these assays?
K1F lysis inhibition: 0.7%[50 µM]; T cell HTS: inactive; T cell HTS vesicle-bound %: 27.3

Results for O=C(COC(=O)c1ccc(C(F)(F)F)cc1)Nc1cccc(S(=O)(=O)NC2=NCCCCC2)c1 ?
K1F lysis inhibition: -0.2%[50 µM]; T cell HTS: inactive; T cell HTS vesicle-bound %: 56.5

Results for CC(C)=CCC/C(C)=C/COc1c2occc2cc2ccc(=O)oc12 ?
K1F lysis inhibition: -1.0%; T cell HTS: inactive; T cell HTS vesicle-bound %: 9.2

What do the screens show for `COc1ccc(Cl)cc1C(=O)NNC(=O)c1cc2ccccc2o1`?
K1F lysis inhibition: 1.6%[50 µM]; T cell HTS: inactive; T cell HTS vesicle-bound %: 39.1
